TDP1 cell CPT: growth inhibition of DT40 Tdp1-/-;hTDP1 cells with camptothecin (screen for TDP1 inhibitors); chicken DT40 Tdp1-/-;hTDP1 cells + 20 nM CPT, ATP luminescence, 48 h; Potency, µM (titrated, usually from 46.2 µM), inactives show at the highest dose activity change, negative = growth inhibition, hits mostly inhibitors; 420,000 tested, 12% active; note: nearly all actives have a fitted effect of over 55% in size
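Chicken DT40 Tdp1-/- cells complemented with human TDP1, 400 cells/well, exposed to compounds plus 20 nM camptothecin for at least 48 h at 37 C; viability read as ATP content by CellTiter-Glo luminescence.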
DT40 TDP1 no CPT: qHTS for Inhibitors of human tyrosyl-DNA phosphodiesterase 1 (TDP1): qHTS in cells in absence of CPT; Potency, µM (titrated, usually from 46.2 µM), without a hit: top-dose activity change, negative = growth inhibition, most hits filed as inhibitors; 420,000 tested, 15% active; DT40 Tdp1-/- hTDP1 cells, no CPT, ATP luminescence, 48 h; AID 686978, 2013; note: nearly all actives have a fitted effect of over 55% in size
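Chicken DT40 Tdp1-/- cells stably complemented with human TDP1 were seeded at 400 cells/well with DMSO in place of 20 nM camptothecin. After compound pinning, cells grew at least 48 hr at 37 °C; viability read by CellTiter-Glo luminescence.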
KAT2A inh: inhibitors of human GCN5L2 histone acetyltransferase | Q92830 | GCN5L2 HAT assay, ThioGlo1 CoA-SH fluorescence | Potency, µM (titrated, usually from 58.9 µM), for inactives: at the top dose activity change, negative = inhibition, actives largely listed as inhibitors | 390,000 tested, 0.21% active
Target sequence (Q92830 whole entry, looked up): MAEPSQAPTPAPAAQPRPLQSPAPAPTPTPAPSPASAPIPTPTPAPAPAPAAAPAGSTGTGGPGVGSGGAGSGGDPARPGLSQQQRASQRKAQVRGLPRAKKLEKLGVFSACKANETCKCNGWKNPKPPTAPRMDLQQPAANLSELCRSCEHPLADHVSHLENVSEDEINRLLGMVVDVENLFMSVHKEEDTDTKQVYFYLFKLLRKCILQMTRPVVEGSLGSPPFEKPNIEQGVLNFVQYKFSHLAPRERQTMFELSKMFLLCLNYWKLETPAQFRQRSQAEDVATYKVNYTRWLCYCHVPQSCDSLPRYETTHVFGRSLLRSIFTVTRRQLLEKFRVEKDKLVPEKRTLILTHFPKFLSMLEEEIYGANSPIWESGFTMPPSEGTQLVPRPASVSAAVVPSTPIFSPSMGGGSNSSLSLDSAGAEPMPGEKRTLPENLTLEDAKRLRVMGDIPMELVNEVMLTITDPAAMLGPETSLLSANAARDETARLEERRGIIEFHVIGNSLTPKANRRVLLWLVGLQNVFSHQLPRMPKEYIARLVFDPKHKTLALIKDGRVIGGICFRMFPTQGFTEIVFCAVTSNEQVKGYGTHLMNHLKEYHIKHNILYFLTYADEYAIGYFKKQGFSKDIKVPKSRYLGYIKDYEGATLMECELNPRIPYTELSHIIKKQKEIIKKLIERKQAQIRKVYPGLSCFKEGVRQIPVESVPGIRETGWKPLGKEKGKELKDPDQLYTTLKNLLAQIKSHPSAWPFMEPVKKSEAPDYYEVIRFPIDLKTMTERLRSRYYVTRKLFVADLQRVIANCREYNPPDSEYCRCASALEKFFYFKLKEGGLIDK
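qHTS, 1536-well. 20nM enzyme, pH 7.5 HEPES/EDTA/Tween-20 buffer; 15 min compound preinc., RT. Start: 75uM H3(1-25), 70uM AcCoA, 50uM ThioGlo1. Read Ex340/Em540 at t=0 (autofluorescence flag) and t=20 min.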
* = called active by the depositor; & = joins results of further samples. Calls come from the whole dose curve; as a rule, active = well fitted curve in the direction sought with a large enough effect; inconclusive = small, poorly fitted or top-dose-only effect, or another doubt; inactive = no such curve, though single readings can be large; an effect the other way counts as inactive or inconclusive. % is set by controls: 0 for no effect and ±100 for the full control effect; potency is the fitted concentration of half-maximal effect.

Results for O=C(NCCSCc1ccccc1)c1ccc(C2SCC(=O)N2Cc2ccccc2)cc1 (centres undefined) ?
TDP1 cell CPT: inconclusive; DT40 TDP1 no CPT: inconclusive; KAT2A inh: -3%

How did COc1ccc(NC(=O)Cn2cc(S(=O)(=O)c3ccc(C)cc3)c(=O)c3ccccc32)cc1OC do in these assays?
TDP1 cell CPT: 1%; DT40 TDP1 no CPT: inconclusive; KAT2A inh: -2%

What do the screens show for `COc1ccc(CNC(=O)CCSc2nc(-c3ccc4c(c3)OCO4)cc(C(F)(F)F)n2)cc1`?
TDP1 cell CPT: -20%; DT40 TDP1 no CPT: inconclusive; KAT2A inh: -7%

Results for Cc1c(C(=O)N2C[C@@H](C)O[C@@H](C)C2)oc2c(F)cccc12 ?
TDP1 cell CPT: inconclusive; DT40 TDP1 no CPT: inconclusive; KAT2A inh: -4%

What do the screens show for `O=C(CCC(=O)Nc1ccc(F)cc1)N/N=C/c1cc([N+](=O)[O-])ccc1O`?
TDP1 cell CPT: 0%; DT40 TDP1 no CPT: inconclusive; KAT2A inh: -2%

How did Cn1nnnc1SCC(=O)N1CCN(c2ccccc2)CC1 do in these assays?
TDP1 cell CPT: -6%; DT40 TDP1 no CPT: inconclusive; KAT2A inh: 0%

Results for Cc1cc(Br)c2c(c1)C1(OCCO1)C(=O)N2 ?
TDP1 cell CPT: 6%; DT40 TDP1 no CPT: 1%; KAT2A inh: 22%

Results for Cc1ccc(SCC(=O)Nc2cccc(C(=O)NC(C)(C)C)c2)cc1 ?
TDP1 cell CPT: -21%; DT40 TDP1 no CPT: -28%; KAT2A inh: -3%

Results for O=[N+]([O-])c1ccccc1S(=O)(=O)N1CCCCC1 ?
TDP1 cell CPT: -18%; DT40 TDP1 no CPT: -9%; KAT2A inh: -3%

What do the screens show for `O=[N+]([O-])c1ccccc1/C=C/CN1CCCC(CO)C1` (centres undefined)?
TDP1 cell CPT: 0%; DT40 TDP1 no CPT: -21%; KAT2A inh: -15%

How did Cc1ccc(-c2c(C)n([O-])c3c([n+]2=O)CCC3)o1 do in these assays?
TDP1 cell CPT: -1%; DT40 TDP1 no CPT: 6%; KAT2A inh: -9%

Results for N#Cc1ccccc1OCC(=O)OCC(=O)c1ccc2c(c1)NC(=O)CO2 ?
TDP1 cell CPT: 5%; DT40 TDP1 no CPT: 0%; KAT2A inh: 0%

Results for Cc1n[nH]c(=O)c2c(NC(=O)CSc3ncccn3)oc(C)c12 ?
TDP1 cell CPT: -8%; DT40 TDP1 no CPT: -8%; KAT2A inh: 1%

How did C=C[C@H]1C(C(=O)OCC)=CC[C@@H](c2ccccc2)N1S(=O)(=O)c1ccc(C)cc1 do in these assays?
TDP1 cell CPT: 23µM*; DT40 TDP1 no CPT: 21µM*

Results for C=CCOC(=O)C1=C[C@H](C2CC2)[C@@H](CCCO)[C@H](OCC)O1 ?
TDP1 cell CPT: -4%; DT40 TDP1 no CPT: -29%; KAT2A inh: 3%

Results for O=C(NCCCN1CCN(c2ccccc2F)CC1)C1CC(=O)N(C2CCCC2)C1 (centres undefined) ?
TDP1 cell CPT: -9%; DT40 TDP1 no CPT: -21%; KAT2A inh: -3%

Results for Cc1ccc(NC(=O)CN(c2ccccc2)S(=O)(=O)N(C)C)cc1 ?
TDP1 cell CPT: inconclusive; DT40 TDP1 no CPT: inconclusive; KAT2A inh: -1%

What do the screens show for `CC(Oc1ccc(Cl)cc1Cl)C(=O)Nc1ccc(O)cc1` (centres undefined)?
TDP1 cell CPT: -23%; DT40 TDP1 no CPT: inconclusive; KAT2A inh: -10%

What do the screens show for `COc1ccc(OCCN2CCC(C(=O)NC(c3ccccn3)c3ccccc3OC)CC2)cc1` (centres undefined)?
TDP1 cell CPT: inconclusive; DT40 TDP1 no CPT: -20%

What do the screens show for `CC(c1ccco1)N(C(=O)CSc1ccc(Br)cc1)c1ccccn1` (centres undefined)?
TDP1 cell CPT: inconclusive; DT40 TDP1 no CPT: inconclusive; KAT2A inh: -4%

Reprinted at random: 6 compounds from above, in no set order.
Results for Cc1ccc(SCC(=O)Nc2cccc(C(=O)NC(C)(C)C)c2)cc1 ?
TDP1 cell CPT: -21%; DT40 TDP1 no CPT: -28%; KAT2A inh: -3%

Results for Cc1c(C(=O)N2C[C@@H](C)O[C@@H](C)C2)oc2c(F)cccc12 ?
TDP1 cell CPT: inconclusive; DT40 TDP1 no CPT: inconclusive; KAT2A inh: -4%

Results for Cc1n[nH]c(=O)c2c(NC(=O)CSc3ncccn3)oc(C)c12 ?
TDP1 cell CPT: -8%; DT40 TDP1 no CPT: -8%; KAT2A inh: 1%

Results for C=CCOC(=O)C1=C[C@H](C2CC2)[C@@H](CCCO)[C@H](OCC)O1 ?
TDP1 cell CPT: -4%; DT40 TDP1 no CPT: -29%; KAT2A inh: 3%

How did Cc1ccc(-c2c(C)n([O-])c3c([n+]2=O)CCC3)o1 do in these assays?
TDP1 cell CPT: -1%; DT40 TDP1 no CPT: 6%; KAT2A inh: -9%

Results for O=[N+]([O-])c1ccccc1S(=O)(=O)N1CCCCC1 ?
TDP1 cell CPT: -18%; DT40 TDP1 no CPT: -9%; KAT2A inh: -3%

Additional compounds follow:
How did Cc1ccc(S(=O)(=O)N2CCCCC2)cc1NC(=O)c1c(-c2ccccc2)noc1C do in these assays?
TDP1 cell CPT: -25%; DT40 TDP1 no CPT: -24%; KAT2A inh: 3%

Results for CCN1C(=NCC(C)C)N[C@@H](c2cccc(F)c2)C(C(=O)OC)=C1C ?
TDP1 cell CPT: -24%; DT40 TDP1 no CPT: -16%; KAT2A inh: -9%&-6%

How did CCN(CC)S(=O)(=O)c1ccc(Cl)c(NC(=O)COC(=O)/C=C/c2cc(OC)c(OC)c(OC)c2)c1 do in these assays?
TDP1 cell CPT: -30%; DT40 TDP1 no CPT: inconclusive; KAT2A inh: -8%

What do the screens show for `CCCn1c(=S)[nH]c2cc(C(=O)NCC3CCCO3)ccc2c1=O` (centres undefined)?
TDP1 cell CPT: -1%; DT40 TDP1 no CPT: -30%; KAT2A inh: -10%

How did COc1ccc(N2C(=O)CC(Cc3ccc(Br)cc3)C2=O)cc1 (centres undefined) do in these assays?
TDP1 cell CPT: inconclusive; DT40 TDP1 no CPT: inconclusive; KAT2A inh: 1%

How did COc1ccc(/C=N/NC(=O)CCn2c3ccccc3c3ccccc32)cc1O do in these assays?
TDP1 cell CPT: 1.5µM*; DT40 TDP1 no CPT: 1.6µM*; KAT2A inh: -1%

What do the screens show for `CCCN1C[C@@H](C)[C@@H](OC)CN(C)C(=O)c2ccc(NC(=O)c3cccc(F)c3)cc2OC[C@H]1C`?
TDP1 cell CPT: 1%; DT40 TDP1 no CPT: -8%

How did Cn1nc(N)nc1N1CCN(c2ccc(F)cc2)CC1 do in these assays?
TDP1 cell CPT: -1%; DT40 TDP1 no CPT: 2%; KAT2A inh: -1%

How did CC1(C)CC(NC(=O)c2ccccc2C(=O)NC2CC(C)(C)NC(C)(C)C2)CC(C)(C)N1 do in these assays?
TDP1 cell CPT: -10%; DT40 TDP1 no CPT: 21%; KAT2A inh: -5%

How did COc1ccc(/C=C/C(=O)c2cc(C(=O)/C=C/c3ccc(OC)cc3)c(O)cc2O)cc1 do in these assays?
TDP1 cell CPT: inconclusive; DT40 TDP1 no CPT: 11µM*

Results for Cc1ccc(-c2cc(C(=O)N/N=C/c3ccccc3O)n[nH]2)o1 ?
TDP1 cell CPT: 5.2µM*; DT40 TDP1 no CPT: 5.2µM*; KAT2A inh: -5%

How did CCCCN(CCCC)CCCN1CC(=O)N2[C@@H](Cc3c([nH]c4ccccc34)C2(C)C)C1=O do in these assays?
TDP1 cell CPT: inconclusive; DT40 TDP1 no CPT: -15%; KAT2A inh: 2%

What do the screens show for `COc1ccc(S(=O)(=O)Nc2c(F)cccc2F)cc1`?
TDP1 cell CPT: inconclusive; DT40 TDP1 no CPT: inconclusive; KAT2A inh: inconclusive

How did COc1ccccc1/C=C/C(=O)OCC(=O)Nc1ccccc1Sc1ccccc1 do in these assays?
TDP1 cell CPT: -1%; DT40 TDP1 no CPT: inconclusive; KAT2A inh: -8%

How did Cc1ccc(C(=O)NCCCN2CCOCC2)cc1S(=O)(=O)N1CCOCC1 do in these assays?
TDP1 cell CPT: 14%; DT40 TDP1 no CPT: 2%; KAT2A inh: -6%

What do the screens show for `C[C@@H]1CN([C@@H](C)CO)C(=O)CCCn2nncc2CO[C@H]1CN(C)S(=O)(=O)c1cccc(C#N)c1`?
TDP1 cell CPT: 10%; DT40 TDP1 no CPT: -5%

What do the screens show for `Cc1ccsc1/C=N/NC(=O)Cc1cccn1C`?
TDP1 cell CPT: -3%; DT40 TDP1 no CPT: -8%; KAT2A inh: 2%

How did NC(=O)CC(NC(=O)c1ccc(Br)cc1)c1ccc(N2CCC(Br)CC2)c([N+](=O)[O-])c1 (centres undefined) do in these assays?
TDP1 cell CPT: 18µM*; DT40 TDP1 no CPT: 12µM*; KAT2A inh: 16%

Results for COc1cccc(C(=O)N2CCN(Cc3ccco3)CC2)c1OC ?
TDP1 cell CPT: inconclusive; DT40 TDP1 no CPT: -19%; KAT2A inh: 0%

Results for CC(=O)C(Sc1nc(NC(C)(C)C)nc(N(C)C)n1)C(C)=O ?
TDP1 cell CPT: -21%; DT40 TDP1 no CPT: inconclusive; KAT2A inh: 2%

How did c1csc(-c2nc(CN3CCSCC3)cs2)c1 do in these assays?
TDP1 cell CPT: 16%; DT40 TDP1 no CPT: -25%; KAT2A inh: -6%

Results for COC(=O)C1CCN(c2ccc(Cl)nn2)CC1 ?
TDP1 cell CPT: 5%; DT40 TDP1 no CPT: 3%; KAT2A inh: -8%

Results for O=P(O)(O)C(O)c1ccc2ccccc2c1 (centres undefined) ?
TDP1 cell CPT: 0%; DT40 TDP1 no CPT: 8%; KAT2A inh: 10%

How did CCOc1ccccc1-c1nc(CN2CCN(C(=O)c3ccco3)CC2)c(C)o1 do in these assays?
TDP1 cell CPT: -9%; DT40 TDP1 no CPT: -20%; KAT2A inh: 1%

What do the screens show for `COc1cccc(/C=N/NC(=S)NCCc2ccccc2)c1OC`?
TDP1 cell CPT: inconclusive; DT40 TDP1 no CPT: -1%; KAT2A inh: inconclusive

What do the screens show for `COc1cc(O)c(C(=O)CC(=O)c2ccncc2)c(OC)c1`?
TDP1 cell CPT: -13%; DT40 TDP1 no CPT: -4%

What do the screens show for `Cc1cccc2[nH]c(CN(C)C(=O)C3CCC(=O)N(C4CC4)C3)nc12` (centres undefined)?
TDP1 cell CPT: 17%; DT40 TDP1 no CPT: -1%; KAT2A inh: 1%

What do the screens show for `COc1cccc(NC(=O)N2CCOCC2)c1`?
TDP1 cell CPT: 6%; DT40 TDP1 no CPT: 10%; KAT2A inh: -5%

How did C/C(N)=C(/C#N)C(=O)COC(=O)COc1ccc(Cl)cc1 do in these assays?
TDP1 cell CPT: -1%&-2%; DT40 TDP1 no CPT: -18%&6%; KAT2A inh: -10%

Results for O=C(COC(=O)c1cccnc1)Nc1ccc2c(c1)OCO2 ?
TDP1 cell CPT: 10%; DT40 TDP1 no CPT: 4%; KAT2A inh: -9%

How did COc1ccc(CCNC(=O)/C(C#N)=C2\N=C(NC(=O)c3cccs3)c3ccccc32)cc1 do in these assays?
TDP1 cell CPT: 10µM*; DT40 TDP1 no CPT: 10µM*; KAT2A inh: -4%

How did COc1cc(C2C(C(=O)c3ccc(C)o3)=C(O)C(=O)N2CCCn2ccnc2)cc(OC)c1OC (centres undefined) do in these assays?
TDP1 cell CPT: 1%; DT40 TDP1 no CPT: 0%; KAT2A inh: inconclusive

How did CCC(C)C(NC(=O)C1CCC(C)CC1)C(=O)NCc1cccnc1 (centres undefined) do in these assays?
TDP1 cell CPT: -20%; DT40 TDP1 no CPT: -24%; KAT2A inh: 0%

How did FC(F)Oc1ccc(NC(=S)N2CCN(Cc3ccccc3)CC2)cc1 do in these assays?
TDP1 cell CPT: 6%; DT40 TDP1 no CPT: -24%; KAT2A inh: 2%

What do the screens show for `CCOC(=O)C(Nc1ccc2ccccc2c1)C(=O)OCC`?
TDP1 cell CPT: -26%; DT40 TDP1 no CPT: inconclusive; KAT2A inh: -7%

What do the screens show for `COC(=O)c1sccc1S(=O)(=O)N1CCN(c2ccc(Cl)cc2)CC1`?
TDP1 cell CPT: inconclusive; DT40 TDP1 no CPT: inconclusive; KAT2A inh: 0%

How did Cc1cc(NCCO)c2cc(O)ccc2n1 do in these assays?
TDP1 cell CPT: -8%; DT40 TDP1 no CPT: 4%; KAT2A inh: -20%

Results for Cc1ccc([C@H]2C[C@@H](n3cc(COC(=O)c4ccccc4)nn3)[C@H](O)CN2C(=O)C2CCCCC2)cc1 ?
TDP1 cell CPT: inconclusive; DT40 TDP1 no CPT: 21µM*

An excerpt. The share of hits here may be higher or lower than overall.
